UBC13 inh – UBC13 polyubiquitin chain formation inhibitors, primary screen, biochemical, TR-FRET, uHTS. inhibition, % at 20 µM. hit rate 0.47% among 330,000; in the data active = inhibition above about 45%, passing the limit was not always enough
Target sequence (P61088 whole entry, looked up): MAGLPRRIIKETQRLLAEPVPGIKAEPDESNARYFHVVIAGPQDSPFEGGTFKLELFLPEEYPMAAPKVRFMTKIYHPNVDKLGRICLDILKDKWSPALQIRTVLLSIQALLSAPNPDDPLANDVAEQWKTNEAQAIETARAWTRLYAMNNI
SENP7 inh – SENP7 protease inhibitors, primary screen, biochemical, luminescence, uHTS; Sentrin-specific protease 7 (Homo sapiens), Q9BQF6; hit rate 1.5% among 330,000; recombinant SENP7, Z-RLRGG-aminoluciferin luminescence, 40 min; inhibition, % at 5 µM; AID 434973, 2010;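 active = inhibition above about 50% at the single test dose, limit read from the data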;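 also: plate controls were DMSO with enzyme for no effect and no enzyme buffer wells for full effect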
SENP8 block-1 – SENP8 protease inhibitors, primary screen, biochemical, luminescence | Sentrin-specific protease 8 (Homo sapiens), Q96LD8 | purified SENP8, Z-RLRGG-aminoluciferin cleavage | inhibition, % at 10 µM | hit rate 1.2% among 330,000 | AID 2540, 2010; in the data active = inhibition above about 50%
Target sequence (Q96LD8 whole entry, looked up): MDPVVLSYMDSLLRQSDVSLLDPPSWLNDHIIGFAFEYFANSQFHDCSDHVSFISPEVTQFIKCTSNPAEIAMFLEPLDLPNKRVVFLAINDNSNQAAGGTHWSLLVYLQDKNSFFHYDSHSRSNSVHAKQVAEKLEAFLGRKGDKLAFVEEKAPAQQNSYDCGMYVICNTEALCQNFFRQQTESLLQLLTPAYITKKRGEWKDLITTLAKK
SENP1 inh – human SENP1 catalytic domain inhibitors, primary screen, biochemical, FRET, uHTS. Sentrin-specific protease 1 (Homo sapiens), Q9P0U3. recombinant SENP1 catalytic domain, CyPet-SUMO1-YPet FRET cleavage. inhibition, % at 10 µM. hit rate 0.21% among 360,000;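 active = inhibition at least 30% at 10 µM, raw YFP signal under a set limit, fluorescence ratio 0.5 to 1.5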;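 also: 0% = enzyme with DMSO and 100% = no enzyme wells; some results filed as inactive read as strong as hits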
Target sequence (Q9P0U3 419-644 limits assumed): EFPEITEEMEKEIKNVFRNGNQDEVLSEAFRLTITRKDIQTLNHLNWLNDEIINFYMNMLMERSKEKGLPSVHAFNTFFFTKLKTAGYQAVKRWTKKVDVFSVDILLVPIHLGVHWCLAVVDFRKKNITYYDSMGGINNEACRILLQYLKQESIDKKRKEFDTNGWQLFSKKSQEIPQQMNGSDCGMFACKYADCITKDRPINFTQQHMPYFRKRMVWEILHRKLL
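Compound: 10 µM single point, 0.5% DMSO; Test system: hSENP1 catalytic domain, recombinant; Timing: 50 min reaction at room temperature; Technique: FRET, CFP and YFP emission; Control set: no-enzyme wells low, DMSO-plus-enzyme wells high control.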
SENP8 block-2 – human SENP8 protease inhibitors, primary screen, biochemical, fluorescence, Nedd8 protein substrate, uHTS. recombinant SENP8. Sentrin-specific protease 8 (Homo sapiens), Q96LD8. hit rate 0.64% among 360,000. AID 602440, 2012. inhibition, % at 20 µM; in the data active = inhibition mostly above about 40%, no sharp cut-off; inactive = mostly below about 27%
Apaf1 inhib – inhibitors of human Apaf-1 apoptosome, primary screen, biochemical, DEVD-Rh110 fluorescence, uHTS; Apoptotic protease-activating factor 1 (Homo sapiens), O14727; inhibition, % at 20 µM; hit rate 0.71% among 330,000; reconstituted apoptosome caspase-3 activity; active = inhibition of at least 40% at 20 µM;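 also: plate controls were DMSO wells for no effect and DEVD-CHO caspase inhibitor wells for full effect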
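Material: reconstituted apoptosome with Apaf-1, cytochrome c, caspase-9, procaspase-3, dATP; medium: pH 7.5 Hepes buffer with CHAPS, BSA, DTT; also added: cytochrome c and DEVD-Rh110 substrate; timing: 30 min plus 50 min, RT; signal: Rh110 fluorescence intensity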
SENP6 inh – SENP6 protease inhibitors, primary screen, biochemical, luminescence, uHTS; hit rate 1.8% among 330,000; Recombinant SENP6 catalytic domain, aminoluciferin luminescence; Sentrin-specific protease 6 (Homo sapiens), Q9GZR1; inhibition, % at 10 µM;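 active = inhibition above about 50% at the single tested dose, limit read from the data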;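 also: plate controls were DMSO wells with enzyme for no effect and DMSO wells lacking enzyme for full effect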
A3G deaminase – APOBEC3G DNA deaminase inhibitors, primary screen, biochemical, fluorescence, single-stranded DNA substrate, uHTS. DNA dC->dU-editing enzyme APOBEC-3G (Homo sapiens), Q9HC16. recombinant A3G, ssDNA deamination FAM/TAMRA fluorescence. inhibition, % at 20 µM. hit rate 0.28% among 330,000;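 active = inhibition of at least 40% at 20 µM, with no more than 30% in the related APOBEC3A deaminase screen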;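 also: plate controls were DMSO wells with A3G for no effect and wells lacking A3G enzyme for full effect; some compounds called inactive have numbers as strong as hits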
Target sequence (Q9HC16 whole entry, looked up): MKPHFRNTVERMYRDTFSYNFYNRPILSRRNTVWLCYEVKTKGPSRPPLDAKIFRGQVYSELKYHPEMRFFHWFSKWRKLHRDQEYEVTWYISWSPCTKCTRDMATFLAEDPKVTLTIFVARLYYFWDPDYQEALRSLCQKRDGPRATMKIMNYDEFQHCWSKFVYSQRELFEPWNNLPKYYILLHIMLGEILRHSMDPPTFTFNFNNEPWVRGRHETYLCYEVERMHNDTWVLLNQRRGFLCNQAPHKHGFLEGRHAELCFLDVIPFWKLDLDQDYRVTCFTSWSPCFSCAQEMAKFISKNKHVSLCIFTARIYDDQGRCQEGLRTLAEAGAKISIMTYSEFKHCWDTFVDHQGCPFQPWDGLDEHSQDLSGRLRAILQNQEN
* hit, by the source's call; i = inactive. Hits appear at their usual frequency, and some 3.6% of all compounds hit somewhere here.

#1 CN(C(=O)COC(=O)CNC(=O)c1ccccc1Cl)c1ccccc1
#2 CC(=O)OCC(=O)[C@@]1(O)CC[C@H]2[C@@H]3CCC4=CC(=O)CC[C@]4(C)[C@H]3C(=O)C[C@@]21C
#3 CSc1cccc(NC(=O)/C=C/c2cccc(Cl)c2)c1
#4 Cc1ccc(-c2nc3ccccc3c(=O)n2CCN2CCOCC2)cc1
#5 Cc1cc(Cl)ccc1OCC(=O)NN1C(=O)C2C3C=CC(C3)C2C1=O (stereo not drawn)
#6 Cc1nn(CCCC(=O)Nc2c(F)cc(F)cc2Br)c(C)c1[N+](=O)[O-]
screen / no.	1	2	3	4	5	6
UBC13 inh	-2	-1	5	6	6	9
SENP7 inh	7	2	-8	1	-3	-1
SENP8 block-1	2	3	-11	-5	8	1
SENP1 inh	1	1	1	-42	1	0
SENP8 block-2	10	9	13	6	9	20
Apaf1 inhib	6	-3	1	2	0	-23
SENP6 inh	-6	4	3	0	-10	-6
A3G deaminase	1	-4	0	-3	3	-4

#7 CCCCC(=O)Nc1cc(N(C)C)nc2ccccc12
#8 COc1ccc(C2/C=C\CN(C(=O)CC(C)(C)C)CC(=O)N2Cc2ccc(F)cc2)cc1 (stereo not drawn)
#9 O=C1NC(=Nc2ccc(O)cc2)S/C1=C\C=C\c1ccco1
#10 Cc1c(C(=O)NC2CCCCC2)oc2ccccc12
#11 COc1ccccc1N1CCN(C(=O)c2ccc(CN3CCc4ccccc4C3)cc2)CC1
#12 O=C(NCc1ccco1)c1ccccc1
screen / no.	7	8	9	10	11	12
UBC13 inh	6	12	13	-1	0	3
SENP7 inh	1	0	0	4	3	-2
SENP8 block-1	5	0	-7	-5	8	5
SENP1 inh	-1	-2	-2	0	3	0
SENP8 block-2	i	12	22	9	19	5
Apaf1 inhib	-4	20	-2	12	19	-4
SENP6 inh	14	-4	-18	5	-13	2
A3G deaminase	-4	7	32	-5	-2	4

#13 Cc1cccc(C)c1NC(=O)Nc1ccccc1-n1ccnc1
#14 CC1CSc2nnc(CCc3ccccc3)n21 (stereo not drawn)
#15 O=C(O)CSc1nnc(C2COc3ccccc3O2)n1-c1ccccc1 (stereo not drawn)
#16 Cc1ccc(NC(=O)CSc2nc(NS(=O)(=O)c3ccccc3)cc(=O)[nH]2)cc1
#17 O=C1[C@H]2[C@H](C=CC[C@H]2C(=O)N2CCN(c3ccccc3)CC2)CCN1Cc1ccc(Cl)c(Cl)c1
#18 CC(=O)Nc1ccc(OCC(O)CN2CCN(S(=O)(=O)c3ccc(NC(C)=O)cc3)CC2)cc1 (stereo not drawn)
screen / no.	13	14	15	16	17	18
UBC13 inh	10	1	-2	5	14	0
SENP7 inh	1	8	-1	-3	-13	-5
SENP8 block-1	4	-4	-12	-7	-9	10
SENP1 inh	1	-7	2	-2	2	-1
SENP8 block-2	16	9	5	14	4	-3
Apaf1 inhib	-17	-9	-5	-8	29	-21
SENP6 inh	-14	-10	5	-7	-11	-7
A3G deaminase	-5	-2	-4	-5	-15	-5

#19 COc1ccc(N=C(C)C2=C(O)COC2=O)cc1
#20 O=C(CC1CCC1)NC(c1ccccc1)c1ccccc1
#21 N#CC1=C(N)Oc2nc[nH]c(=O)c2C1c1cccs1 (stereo not drawn)
#22 Cc1ccc(OCc2n[nH]c(=S)n2N)cc1C
#23 COc1ccc(NC(=O)C2=NNC(=O)CC2)cc1S(=O)(=O)N1CCCCC1
#24 COCCNc1ccc([N+](=O)[O-])cc1C(=O)NC1CCCc2ccccc21 (stereo not drawn)
screen / no.	19	20	21	22	23	24
UBC13 inh	-5	4	4	-12	-4	-5
SENP7 inh	8	-2	0	4	5	3
SENP8 block-1	-2	-2	5	-1	-5	2
SENP1 inh	0	3	-1	2	1	-1
SENP8 block-2	37	2	9	-2	25	8
Apaf1 inhib	2	-1	-8	-3	-7	14
SENP6 inh	-8	-1	-22	4	-12	-7
A3G deaminase	-1	-15	-7	9	-4	-14

#25 c1cncc(-c2nnc(SCc3nc4ccccc4[nH]3)o2)c1
#26 COc1ccc(C(=O)NNC2CC(=O)N(Cc3ccccc3)C2=O)cc1OC (stereo not drawn)
#27 CCC(=NC)C1=C(O)CC(c2ccccc2)CC1=O (stereo not drawn)
#28 CC(=O)Nc1ccc(NC(=O)C(C)O/N=C/c2cccc([N+](=O)[O-])c2)cc1 (stereo not drawn)
#29 CCOc1cc(/C=C(\C#N)C(=O)Nc2ccc(S(N)(=O)=O)cc2)ccc1OCCN1CCOCC1
#30 COCc1cc(=O)[nH]c(SCCS(=O)(=O)c2ccc(Cl)cc2Cl)n1
screen / no.	25	26	27	28	29	30
UBC13 inh	7	5	1	1	-3	25
SENP7 inh	-2	3	-6	4	1	2
SENP8 block-1	-4	3	1	1	9	-1
SENP1 inh	-6	-1	1	1	-29	2
SENP8 block-2	-10	23	4	17	-43	-1
Apaf1 inhib	-1	2	-6	-4	11	-1
SENP6 inh	-13	2	-18	8	1	-6
A3G deaminase	-1	-4	3	-7	-6	-4

#31 CN1CCN(S(=O)(=O)c2ccc3c(c2)OCCO3)CC1
#32 Cc1nnsc1-c1nc2ccccc2[nH]1
#33 O=C(Nc1ccc(S(=O)(=O)Nc2ncccn2)cc1)c1cccc(S(=O)(=O)N2CCOCC2)c1
#34 COCCn1cnnc1SCC(=O)c1ccc(S(=O)(=O)N2CCCC2)cc1
#35 COc1ccc(NC(=O)CSc2nnc(-c3cccs3)n2N)c(OC)c1
#36 C#CCOC(=O)C[N+](C)(C)CC=C
screen / no.	31	32	33	34	35	36
UBC13 inh	1	17	-1	-14	-7	-1
SENP7 inh	7	-9	8	-9	-4	-1
SENP8 block-1	3	-13	-5	-4	8	-6
SENP1 inh	4	-3	0	15	4	1
SENP8 block-2	-10	i	10	-36	-13	21
Apaf1 inhib	-8	0	-14	13	5	-17
SENP6 inh	-6	-8	-18	2	-12	-19
A3G deaminase	1	-7	-6	-8	-7	2

#37 CCOC(=O)C1=C(N)OC2=C(C(=O)CCC2)C1c1ccc2c(c1)OCO2 (stereo not drawn)
#38 Cc1ccc(NC(=O)C2(c3ccc([N+](=O)[O-])cc3)CCCC2)cc1
#39 C/C(=N\Nc1ccc([N+](=O)[O-])cc1[N+](=O)[O-])C(C)(C)C(C(=O)O)C(=O)O
#40 Cc1ccccc1CC(=O)NC1CCCCCC1
#41 COCCNC(=O)CN(C(=O)CCC(=O)Nc1nccs1)c1ccc2c(c1)OCO2
#42 COc1cc(C(=O)N2CCN(c3cccc(C)c3C)CC2)cc(OC)c1OC
screen / no.	37	38	39	40	41	42
UBC13 inh	2	-14	-20	-8	-1	-3
SENP7 inh	-7	-6	3	-9	-11	3
SENP8 block-1	-1	-3	4	-11	-12	5
SENP1 inh	1	0	4	0	-1	3
SENP8 block-2	6	9	21	18	1	21
Apaf1 inhib	-9	11	0	3	-1	12
SENP6 inh	-6	7	8	-10	-7	-1
A3G deaminase	-11	-4	0	-4	-9	-4

Random excerpt: 3 entries already listed
#38 Cc1ccc(NC(=O)C2(c3ccc([N+](=O)[O-])cc3)CCCC2)cc1
#40 Cc1ccccc1CC(=O)NC1CCCCCC1
#37 CCOC(=O)C1=C(N)OC2=C(C(=O)CCC2)C1c1ccc2c(c1)OCO2 (stereo not drawn)
screen / no.	38	40	37
UBC13 inh	-14	-8	2
SENP7 inh	-6	-9	-7
SENP8 block-1	-3	-11	-1
SENP1 inh	0	0	1
SENP8 block-2	9	18	6
Apaf1 inhib	11	3	-9
SENP6 inh	7	-10	-6
A3G deaminase	-4	-4	-11

The main list resumes, starting 3 compounds before the break.
#40 Cc1ccccc1CC(=O)NC1CCCCCC1
#41 COCCNC(=O)CN(C(=O)CCC(=O)Nc1nccs1)c1ccc2c(c1)OCO2
#42 COc1cc(C(=O)N2CCN(c3cccc(C)c3C)CC2)cc(OC)c1OC
#43 Cc1nc2c(ccc3c([N+](=O)[O-])cccc32)c(C)c1C
#44 c1ccc2c(c1)nc(N1CCCCCC1)c1ccccc12
#45 c1ccc2c(c1)Sc1ccccc1-n1cnnc1-2
#46 CC(C)CN1C(=S)SC(C)(C)C1n1oc(=O)n(-c2ccc(Cl)cc2)c1=O (stereo not drawn)
#47 CC(O)CNc1nc2c(c(=O)n(C)c(=O)n2C)n1Cc1cccc(Br)c1 (stereo not drawn)
#48 CCOc1ccc(C(C)C)cc1S(=O)(=O)Nc1ccc(Cl)cn1
screen / no.	40	41	42	43	44	45	46	47	48
UBC13 inh	-8	-1	-3	1	15	-5	4	3	1
SENP7 inh	-9	-11	3	-6	4	9	0	-3	0
SENP8 block-1	-11	-12	5	-2	8	1	-4	-7	-1
SENP1 inh	0	-1	3	0	2	1	-1	2	3
SENP8 block-2	18	1	21	6	-340	0	5	15	4
Apaf1 inhib	3	-1	12	4	-3	4	12	-2	-6
SENP6 inh	-10	-7	-1	-4	-30	-2	9	14	0
A3G deaminase	-4	-9	-4	1	12	0	2	0	-4

#49 CC(C)(C)c1nnc(NC(=O)C2CCN(C(=O)c3ccco3)CC2)s1
#50 CCCC(=O)Nc1ccc(-c2nc3cc(C)c(C)cc3o2)cc1
#51 COC(=O)c1ccc(C2NC(C(=O)O)CS2)cc1 (stereo not drawn)
#52 Cc1oc2c(c1C(=O)NCCO)CCCC2
#53 Cc1ccc(NS(=O)(=O)c2cc(C(=O)N3CCN(CCO)CC3)ccc2C)cc1
#54 N#CCC(=O)N1CCN(Cc2ccc3c(c2)OCO3)CC1
screen / no.	49	50	51	52	53	54
UBC13 inh	1	3	-8	2	-1	4
SENP7 inh	-3	-10	-1	3	4	4
SENP8 block-1	2	-7	-5	4	2	3
SENP1 inh	2	-2	1	0	0	1
SENP8 block-2	3	-258	-2	22	2	19
Apaf1 inhib	3	18	11	-10	-2	-7
SENP6 inh	2	-3	-7	-1	-7	-4
A3G deaminase	-3	-1	-3	-4	-2	-7

#55 CN1CC(=O)NC1=NC(=O)c1ccc(Cl)c(S(=O)(=O)N2CCCCCC2)c1
#56 O=C(c1ccc(N2CCOCC2)c([N+](=O)[O-])c1)N1CCCCC1
#57 Nc1nc(SCc2c(Cl)cccc2Cl)n[nH]1
#58 CCOC(=O)c1csc(-c2ccc3c(c2)CCO3)n1
#59 O=C(N[C@@H](Cc1c[nH]c2ccccc12)C(=O)O)C1CCN(S(=O)(=O)c2cccs2)CC1
#60 Cn1c(CNC(=O)CCNC(=O)c2cccc(Cl)c2)cc(=O)n(C)c1=O
#61 CC1Oc2ccccc2N(Cc2ccc(F)cc2)C1=O (stereo not drawn)
#62 O=C(CCCN1C(=O)/C(=C/c2cccs2)SC1=S)Nc1cccnc1
screen / no.	55	56	57	58	59	60	61	62
UBC13 inh	-12	-7	-1	-9	-1	-4	10	-6
SENP7 inh	2	5	-10	1	-4	-1	1	-3
SENP8 block-1	-7	-3	-9	-10	-4	9	6	-16
SENP1 inh	-3	0	0	1	-1	2	1	-3
SENP8 block-2	10	4	8	5	17	11	15	25
Apaf1 inhib	2	-1	4	1	6	2	4	1
SENP6 inh	1	1	7	0	-13	5	4	-12
A3G deaminase	-4	-6	-7	5	-5	4	-4	-6

Screening results deposited in PubChem BioAssay by Sanford-Burnham Center for Chemical Genomics.
